# Bioassay records as filed in PubChem.
# eLon inh: inhibitors of E. coli Lon protease, primary screen, biochemical, fluorescence polarization. P0A9M0. purified E. coli Lon protease. inhibition, % at 7.94 µM. 360,000 compounds, 0.42% hits; in the data active = inhibition above about 13%, passing the limit was not always enough;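 note: 0% = enzyme with probe and DMSO and 100% = no enzyme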
# PABP1 MLLE inh: inhibitors of PABP1 MLLE–PAM2 peptide binding, primary screen, biochemical, fluorescence polarization, FITC-PAM2, GST-MLLE; inhibition, % at 20 µM; AID 588489, 2011; 360,000 compounds, 0.36% hits; in the data active = inhibition above about 35%, passing the limit was not always enough;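 note: plate controls were DMSO wells with GST-MLLE for no effect and wells lacking GST-MLLE protein for full effect; some results filed as inactive read as strong as hits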
# Target sequence (P11940 whole entry, looked up): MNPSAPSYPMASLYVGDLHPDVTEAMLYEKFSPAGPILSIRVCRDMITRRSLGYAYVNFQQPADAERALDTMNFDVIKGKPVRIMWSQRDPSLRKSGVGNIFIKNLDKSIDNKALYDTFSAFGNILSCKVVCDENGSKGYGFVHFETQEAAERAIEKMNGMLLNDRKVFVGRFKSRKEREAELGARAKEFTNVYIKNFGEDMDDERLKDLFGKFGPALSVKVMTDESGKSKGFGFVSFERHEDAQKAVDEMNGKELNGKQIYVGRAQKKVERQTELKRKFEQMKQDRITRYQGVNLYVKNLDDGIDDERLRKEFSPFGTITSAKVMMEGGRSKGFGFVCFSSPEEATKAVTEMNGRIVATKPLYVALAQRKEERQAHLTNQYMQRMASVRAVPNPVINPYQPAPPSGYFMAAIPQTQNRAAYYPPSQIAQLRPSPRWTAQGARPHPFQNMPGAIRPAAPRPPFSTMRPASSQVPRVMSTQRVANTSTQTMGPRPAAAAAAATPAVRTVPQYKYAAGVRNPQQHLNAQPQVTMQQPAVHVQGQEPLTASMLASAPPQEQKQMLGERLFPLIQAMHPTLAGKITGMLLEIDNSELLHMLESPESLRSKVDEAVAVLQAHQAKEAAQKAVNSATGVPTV
# SKN-1 inh: suppressors of acrylamide-induced Pgst-4::GFP reporter in worms, primary screen, SKN-1 inhibitor project, whole organism, uHTS, GFP/RFP fluorescence ratio, strain VP596; C. elegans VP596 Pgst-4::GFP/RFP ratio, 24 h; inhibition, % at 21.8 µM; 360,000 compounds, 0.49% hits;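 active = interference check ratio from 0.5 to 1.5 plus GFP to RFP signal ratio inhibition reaching or exceeding a fixed threshold, cut at about 30% in these data, passing the limit was not always enough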; note: some compounds called inactive have numbers as strong as hits
# CendR NRP1 mod: modulators of CendR peptide binding to NRP-1, primary screen, biochemical, fluorescence polarization, uHTS; Neuropilin-1 (Homo sapiens), O14786; FAM-RPARPAR peptide binding to NRP-1; inhibition, % at 25 µM; 360,000 compounds, 0.85% hits; AID 602438, 2012;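 active = inhibition or corrected inhibition above about 18%, plus a signal ratio from 0.5 to 1.5, limit read from the data, passing the limit was not always enough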; note: strong numbers were not always called active
# MT1-MMP act inh: blockers of MT1-MMP proenzyme processing, primary screen, HT1080 RFP-PRO-GFP cells, GFP/RFP fluorescence | GFP/RFP ratio fluorescence, overnight; percent of plate control window, DMSO zero | GFP/RFP ratio change, % at 20 µM | 360,000 compounds, 0.061% hits | AID 651647, 2012;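 active = GFP/RFP ratio change of at least 30% with cell ATP level not reduced by more than half and red fluorescence within 50% of control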; note: strong numbers were not always called active
#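 Assay system: HT1080 cells carrying an RFP-PRO-GFP reporter | Dosing: Single dose of 20 µM compound, 1% DMSO final | Incubation: Cells overnight before dosing, compound overnight, 37 °C, 5% CO2 | Evaluation: GFP/RFP fluorescence ratio | Control set: DMSO and RFP-L50D-GFP cell wells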
# Rin1 Abl inh: inhibitors of Rin1-Abl protein binding, primary screen, biochemical, TR-FRET; 360,000 compounds, 0.4% hits; AID 588664, 2011; inhibition, % at 7.35 µM; in the data active = inhibition above about 5%, passing the limit was not always enough
# MsrA act: bovine MsrA enzyme activators, primary screen, biochemical, absorbance, HTS; 360,000 compounds, 0.3% hits; Methionine sulfoxide reductase A (Bos taurus); AID 602163, 2012; activation, % at 10.6 µM; purified bovine MsrA, absorbance read-out; in the data active = activation above about 7.5%;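 note: 0% = vehicle and 100% = reference activator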
# Neddyl block: inhibitors of cullin neddylation, primary screen, biochemical, TR-FRET, uHTS, NAE and Ubc12; NEDD8-conjugating enzyme Ubc12 (Homo sapiens) + NEDD8-activating enzyme E1 regulatory …; calls only at 25 µM; 360,000 compounds, 0.58% hits; AID 651699, 2012; in the data active = inhibition above about 36%
# FAS TE block: FAS thioesterase domain inhibitors, primary screen, biochemical, fluorescence intensity, uHTS | inhibition, % at 15 µM | recombinant FAS-TE, OMFH fluorogenic substrate, fluorescence endpoint | 360,000 compounds, 0.67% hits;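 active = compounds whose normalised, plate-corrected inhibition of enzyme fluorescence in the single-dose primary screen is 50% or more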;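 note: 0% = DMSO with enzyme and 100% = substrate without enzyme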
# * = called active by the depositor; i = inactive; . = not tested or not shown. These rows are one share of the data. The share of hits here may be higher or lower than overall.
SMILES,eLon inh,PABP1 MLLE inh,SKN-1 inh,CendR NRP1 mod,MT1-MMP act inh,Rin1 Abl inh,MsrA act,Neddyl block,FAS TE block
C=CCCC1(C2=CCCCC2)C(=O)NC(=O)NC1=O,-3,0,-11,-4,0,-3,1,i,-4
COc1cccc(-n2c(O)c(C=Nc3c(C)n(C)n(-c4ccccc4)c3=O)c(=O)[nH]c2=O)c1,-6,-7,3,10,0,0,-4,i,-6
COC(=O)C1=C(c2cccc(C#N)c2)C[C@@H]2CC[C@H]1N2C(=O)NC1Cc2ccccc2C1,-1,13,3,5,-4,4,-5,i,2
Cc1ccc2c(c1)CC1(CN2C)C(=O)NC(=O)N(CCC2=CCCCC2)C1=O (stereo not given),-5,2,4,-3,-1,-3,-4,i,-3
Cc1ccccc1Cc1c(C)nc2nc(SCC(=O)N3CCC4(CC3)OCCO4)nn2c1C,10,-6,23,5,-5,1,4,i,1
COC(=O)C[C@H]1CC[C@H]2NC[C@@H](O)COC[C@@H]2O1,.,.,8,0,3,.,.,i,.
CNC(=S)N1CCn2cccc2C1c1cccnc1 (stereo not given),-4,-38,-2,6,0,2,20*,i,-5
CC(C)COC(=O)c1ccccc1C(=O)OCC(C)C,-5,-9,-3,-4,2,-1,-6,i,4
CCCNC(=O)N1[C@H]2CC[C@@H]1C(C(=O)OC)=C(c1ccc(OC(F)(F)F)cc1)C2,-6,-9,13,29*,5,2,-3,i,-6
CN1C(=O)NC(=O)/C(=C\c2ccc([N+](=O)[O-])o2)C1=O,-9,12,34,-20,39,3,-4,i,-2
CC12CN3CC(C)(CN(C1)C3c1ccncc1)C2=O (stereo not given),-2,5,-10,0,4,-3,7,i,-3
O=C1CN=C(c2ccccc2)c2cc(Cl)ccc2N1,-10,-6,-3,-4,0,1,-10,i,-4
O=c1cccc2n1CC1CC2CN(C(c2cccc(F)c2)c2sc3ncnn3c2O)C1 (stereo not given),-1,-19,-2,-5,0,1,-2,i,-8
C[C@]12CCC3C(CC[C@H]4C[C@@H](O)CC[C@]34C)C1CCC2=O (stereo not given in full),-6,2,-16,10,9,5,1,i,-3
COc1ccc(N2C(=O)NC(=O)/C(=C\c3cn(CC(=O)N4CCOCC4)c4ccccc34)C2=O)c(OC)c1,-16,-3,1,-20,-6,-3,1,i,-4
CN1CC(C(=O)c2ccccc2)C(c2ccccc2)C1 (stereo not given),3,5,0,7,-3,0,-2,i,-3
C[C@@H]1CN([C@H](C)CO)C(=O)CCCn2nncc2CO[C@H]1CN(C)C(=O)Oc1ccccc1,-8,3,12,-9,2,2,-4,i,-3
OC1(c2ccc(F)cc2)CCNC1 (stereo not given),15,11,1,-4,-2,1,-1,i,-8
COC(=O)[C@H]1C[C@@H]1[C@H](NP(=O)(c1ccccc1)c1ccccc1)c1ccccc1,6,-2,23,-8,1,2,-2,i,-12
COC(=O)C1=C(c2ccccc2OCc2ccccc2)C[C@@H]2CC[C@H]1N2C(=O)NCc1ccc(C(C)(C)C)cc1,5,10,4,13,-9,-1,-2,i,15
CCOC(=O)[C@]12Cc3ccccc3[C@H]1N(C(C)C)C(=O)c1cc(OC)ccc12,0,.,1,7,-16,.,-2,i,35
COc1ccccc1/C=C1/C(=N/O)C2CCN1CC2,-8,-6,-8,1,2,-2,-2,i,-6
CNC(C(=O)c1ccccc1)C(OC(C)=O)c1cccc([N+](=O)[O-])c1 (stereo not given),0,13,4,1,-6,1,-3,i,1
CC(=O)c1cccc(OCC(=O)N2CCN(CC(=O)Nc3cccc(F)c3)CC2)c1,-5,4,11,7,-4,-2,-2,i,-7
O=C1NC2NC(=O)N([N+](=O)[O-])C2N1 (stereo not given),-1,-10,1,9,1,8.7*,-3,i,-4
C[C@]12CCC(=O)CC1CCC1C2CC[C@]2(C)C(OC(=O)CCC(=O)O)CCC12 (stereo not given in full),-2,1,12,-2,3,2,-1,i,-6
Cc1ccc(C(O)(C(=O)NNC(=O)CN2CCN(C)CC2)c2ccc(C)cc2)cc1,-3,3,-12,10,-2,1,-10,i,-2
CN1CCCN(C(=O)COc2ccccc2Br)CC1,-9,4,-11,9,2,-1,-4,i,-4
N=C1c2ccccc2CN1NC(=O)C1CC1,-2,-8,-8,-7,-4,-2,-4,i,-7
CCCCCSc1cc(OC)c(CCN(C)C)cc1OC,-3,1,-11,-6,-1,0,-2,i,-5
O=C1CC(=O)N(c2ccc(Cl)cc2)C(=O)N1,-44,-38,22,-26,-16,1,-2,i,-7
CCN1C(=O)C(=C2C=C(C)N(Cc3ccco3)C(C)=C2)C(=O)N(CC)C1=S,4,4,4,6,4,-23,-11,i,17
COc1ccccc1N(CC(=O)NC1CCCC1)C(=O)c1cnn(C(C)C)c1,0,5,17,0,-6,-1,-3,i,-4
Cc1ccsc1C(=O)C1CCCN(Cc2cnc(N3CCCC3)s2)C1 (stereo not given),-1,-19,7,8,5,-3,-1,i,-3
COc1cccc(-n2c(CN3CCN(C)CC3)nc3ccc([N+](=O)[O-])cc3c2=O)c1,3,12,7,4,-3,-2,-9,i,14
O=[N+]([O-])c1ccccc1CNCCc1ccc(F)cc1,-3,0,12,-9,1,2,2,i,1
CN1CCc2nc(SCc3cccc(Br)c3)c(C#N)cc2C1,-11,-19,4,0,-4,-2,-2,i,27
O=C1NC(=O)C(CCc2ccncc2)(Cc2cccc(Cl)c2Cl)C(=O)N1c1ccc(Br)cc1 (stereo not given),2,-5,11,1,-30,6,-2,i,14
O=C(N/N=C/c1c(O)n(CCc2ccc(F)cc2)c(=O)[nH]c1=O)c1ccncc1,-14,6,5,-14,-12,-2,-6,i,9
CS(=O)(=O)c1ccc(C2=C(CNC(=O)c3nccs3)[C@H]3CC[C@@H](C2)N3CCOc2ccccc2)cc1,0,7,-4,-22,2,0,0,i,-4
COc1ccc(-n2nc(C(=O)NCC(=O)N3CCC4(CC3)OCCO4)c3ccccc3c2=O)c(OC)c1,-2,1,4,-2,-3,1,2,i,-6
c1cncc(C2CCCCN2)c1 (stereo not given),-10,3,-8,1,1,-3,-1,i,-6
CO[C@H]1[C@@H](OC)CC(OC2OC(CO)C(O)C(O)C2O)/C(=C\C#N)[C@@H]1O (stereo not given in full),10,-10,10,5,-1,-2,-6,i,-9
CCC1=Nc2cc(C(=O)N3CCC4(CC3)OCCO4)ccc2Sc2ccc(Br)cc21,8,-2,-2,-9,-6,0,-5,i,17
CN1CCc2c([nH]c3ccccc23)C1,-3,7,2,-11,-1,-5,-1,i,-2
CC(C)N1OC2CC1c1nc3ccccc3n1C2 (stereo not given),-5,1,13,8,2,-1,-2,i,-4
N#CC(C#N)=Cc1ccc(N2CCOCC2)cc1,-22,-18,2,116,-7,-1,-2,i,4
CC(C)OC(=O)c1c(N)n(CC2CCCO2)c2nc3ccccc3nc12 (stereo not given),-6,7,4,-12,37*,-3,-3,.,-6
COc1ccc(-c2ccc3c(c2)CN(C(=O)C(C)(C)C)Cc2cnnn2-3)cc1,4,-8,24,13,-2,2,-5,.,17
Cc1nn(Cc2ccccc2Cl)c(C)c1C(=O)NC1CCCc2ccccc21 (stereo not given),-14,-6,-8,6,2,-2,-1,i,-8

# (next part)
SMILES,eLon inh,PABP1 MLLE inh,SKN-1 inh,CendR NRP1 mod,MT1-MMP act inh,Rin1 Abl inh,MsrA act,Neddyl block,FAS TE block
COc1cc(CC2C(=O)N(C)C(=O)N(C)C2=O)ccc1OCc1ccccc1,-10,2,1,-7,0,6,-2,i,-4
O=C(NC1CN2CCC1CC2)c1cc(Cl)c([N+](=O)[O-])c2nc[nH]c12 (stereo not given),-11,9,1,11,3,-3,2,i,-8
CCCCn1c(NC(=O)c2ccco2)c(C(=O)OCC)c2nc3ccccc3nc21,5,-2,20,-22,-100,4,-1,.,6
CCc1cc2c(s1)NC(=O)CN=C2c1cccs1,-2,-1,-16,-11,-4,-1,-5,i,-8
COCCOC(=O)c1c(C)oc2ccc(OC(=O)N(C)C)cc12,-15,5,-7,0,1,2,-4,i,-11
Nc1ccccc1C(=O)OCC(=O)c1ccc2c(c1)OCCO2,-2,-8,0,4,5,0,-1,i,12
CC1CCN(CCc2nc3ccccc3[nH]2)CC1,-5,8,5,-2,-5,-2,0,i,-5
COC(=O)C1=C(c2cccc(OCc3ccccc3)c2)C[C@@H]2CC[C@H]1N2C(=O)NCc1ccc(Cl)cc1,-4,15,0,0,1,-1,0,i,16

# Among those listed so far, 10 contain an aryl methoxy group.
SMILES,eLon inh,PABP1 MLLE inh,SKN-1 inh,CendR NRP1 mod,MT1-MMP act inh,Rin1 Abl inh,MsrA act,Neddyl block,FAS TE block
COc1cccc(-n2c(O)c(C=Nc3c(C)n(C)n(-c4ccccc4)c3=O)c(=O)[nH]c2=O)c1,-6,-7,3,10,0,0,-4,i,-6
COc1ccc(N2C(=O)NC(=O)/C(=C\c3cn(CC(=O)N4CCOCC4)c4ccccc34)C2=O)c(OC)c1,-16,-3,1,-20,-6,-3,1,i,-4
CCOC(=O)[C@]12Cc3ccccc3[C@H]1N(C(C)C)C(=O)c1cc(OC)ccc12,0,.,1,7,-16,.,-2,i,35
COc1ccccc1/C=C1/C(=N/O)C2CCN1CC2,-8,-6,-8,1,2,-2,-2,i,-6
CCCCCSc1cc(OC)c(CCN(C)C)cc1OC,-3,1,-11,-6,-1,0,-2,i,-5
COc1ccccc1N(CC(=O)NC1CCCC1)C(=O)c1cnn(C(C)C)c1,0,5,17,0,-6,-1,-3,i,-4
COc1cccc(-n2c(CN3CCN(C)CC3)nc3ccc([N+](=O)[O-])cc3c2=O)c1,3,12,7,4,-3,-2,-9,i,14
COc1ccc(-n2nc(C(=O)NCC(=O)N3CCC4(CC3)OCCO4)c3ccccc3c2=O)c(OC)c1,-2,1,4,-2,-3,1,2,i,-6
COc1ccc(-c2ccc3c(c2)CN(C(=O)C(C)(C)C)Cc2cnnn2-3)cc1,4,-8,24,13,-2,2,-5,.,17
COc1cc(CC2C(=O)N(C)C(=O)N(C)C2=O)ccc1OCc1ccccc1,-10,2,1,-7,0,6,-2,i,-4
